Screening data: PubChem, Broad Institute
C2C12 statin: suppressors of simvastatin-induced myotoxicity in C2C12 myotubes; ATP luminescence, 48 h; scaled: DMSO 0, geranylgeraniol control 100; rescue of ATP level, % at 7.49 µM; 330,000 compounds, 0.78% hits;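 active = mean ATP rescue above about 67%, or every replicate alone reaching that limit, limit read from the data, passing the limit was not always enough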;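 also: myotubes were challenged with 10 µM simvastatin during compound exposure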
INS-1E GSIS act: GLuc luminescence reporter in INS-1E cells, primary screen for activators of glucose-dependent secretion of insulin; activation, % at 16.6 µM; 370,000 compounds, 0.61% hits; INS-1E GLuc reporter insulin secretion, 2-3 h;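 active = lowest replicate activation of at least 40%, so every replicate reaches that level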;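 also: 0% = median of neutral control wells and 100% = median of IBMX positive control wells; some compounds called inactive have numbers as strong as hits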
miR122 inh: blocks miR-122 activity in Huh7 sensor cells. Huh7 miR-122 Renilla luciferase sensor, 48 h; neutral wells = 0, positive control = 100. activation (reporter increase), % at 12.5 µM. AID 602342. 340,000 compounds, 0.3% hits;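 active = mean replicate activation score at least 90 and every replicate individually at or above 90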;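 also: higher luciferase means less miR-122 activity so hits act as miR-122 inhibitors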
PglD inh: PglD (C. jejuni) enzyme inhibition. AID 602405. purified PglD enzyme, DTNB colorimetric CoA detection. 360,000 compounds, 0.098% hits. inhibition, % at 12.5 µM; in the data active = inhibition above about 16%, passing the limit was not always enough; also: strong numbers were not always called active
Cneo AK release: Cryptococcus neoformans lysis via adenylate kinase release. 360,000 compounds, 0.2% hits. lysis activity, % at 15 µM. C. neoformans lysis, adenylate kinase release luminescence, 4 h; normalised: neutral wells 0, clomiphene wells 100. AID 651654;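 active = mean lysis activity across replicates of at least 80%, whatever share of replicates individually reach that level; inactive = mean lysis activity below 80%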
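Material – log-phase Cryptococcus neoformans yeast cells · Input – 5 × 10^6 yeast cells/mL · Medium – fresh YPD growth medium · Doses – single compound concentration per well · Timing – static 4 h at 37 °C with compound, 1 h detection · Detection – adenylate kinase release luminescence · Read-out – signal increase indicating cell lysis · Control set – Clomiphene as positive lysis control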
FN deposition inh: fibronectin deposition inhibition; inhibition, % at 12.6 µM; AH1F fibroblasts, Alexa488-fibronectin deposition fluorescence, overnight; 350,000 compounds, 0.086% hits;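 active = mean inhibition across replicates of 30% or more, regardless of how many single replicates reach that level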;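 also: positive control wells lacked labelled fibronectin entirely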
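Test system: AH1F fibroblast monolayer depositing Alexa488-labelled fibronectin into matrix. Input: 10000 cells per well. Technique: fluorescence, ex 485 nm, em 525 nm. Buffer or medium: DMEM plus 2% serum, read in PBS. Timing: 1 h cell adhesion before compound, then overnight fibronectin incubation. Compound: single dose, pinned. Read-out basis: inhibition from reduced deposited-fibronectin fluorescence.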
PGC1a acetyl inh: modulators of PGC1a acetylation | U2OS PGC1a acetylation, AlphaScreen anti-acetyl-lysine; with virally co-expressed GCN5 acetyltransferase | inhibition, % at 15.6 µM | 350,000 compounds, 0.17% hits;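 active = every replicate shows inhibition of at least 40%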;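 also: 0% = neutral control wells and 100% = positive control wells; some results beyond the cut were filed as inactive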
CFTR F508del cor: CFTR F508del correction in bronchial cells; CFBE cells, YFP halide quenching; stimulated with forskolin plus potentiator P3; % fluorescence drop versus neutral controls; activity (quench increase), % at 7.58 µM; 350,000 compounds, 0.36% hits;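 active = mean added fluorescence quench of at least 8% versus neutral control, with both replicates also reaching 8%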;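 also: cells transiently co-express mutant CFTR-F508del with the halide-sensitive YFP; corrector assay measuring rescue of mutant channel to the surface after 24 h compound exposure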
* = called active by the depositor; · = no result given; & = joins results of further samples; [ ] = dose if it differs, or a comment. Random draw from the library; any-hit rate near 2.1%.

SMILES	C2C12 statin	INS-1E GSIS act	miR122 inh	PglD inh	Cneo AK release	FN deposition inh	PGC1a acetyl inh	CFTR F508del cor
CC1(C)CN=C(c2ccccc2)NC1	3.4	·	·	0.1	0.5	2.4	-3.5	-1.5
CO[C@H]1CN(C)C(=O)c2cc(NC(=O)c3nc4ccccc4s3)ccc2OC[C@@H](C)N(Cc2cccnc2)C[C@H]1C	7.2	-29.0	·	-3.9	3.2	3.6	2.1	-1.1
COc1ccc2oc(C)c(C(N)=O)c2c1	5.7	·	6.9	9.6	1.2	-3.0	-9.1	·
Cn1c(/C=C/c2ccc(Cl)cc2)c([N+](=O)[O-])c(=O)n(C)c1=O	-10.7	-15.9	·	2.2	0.2	-6.4	·	3.8
CCOC(=O)/C(C(C)=O)=C1\OC(=O)c2ccccc21	·	·	3.0	1.7	-1.5	·	5.4	·
Cc1ccnc(N2CCCC(C(=O)NC3CC3)C2)n1 (stereo not drawn)	28.4	19.1	1.5	8.0	3.6	1.1	2.0	-1.4
CCOC(=O)c1c(C)[nH]c(C)c1S(=O)(=O)N1CCN(c2cccc(C)c2)C(C)C1 (stereo not drawn)	11.0	-14.9	-7.1	0.0	-1.5	2.5	-2.0	1.2
O=C(c1cc(-c2cccs2)on1)N1CCN(c2ccc(F)cc2)CC1	24.7	-34.5	-5.6	0.9	1.9	1.4	2.5	·
O=C(NCCO)c1cccc(-c2cccc3nccn23)c1	7.7	-11.0	-6.4	-3.5	-0.7	4.8	·	0.6
CCOC(=O)c1cc(-c2ccc(OC)cc2F)nc2c1c(C)nn2CCC#N	-19.8	-25.9	-6.0	-9.5	-1.9	13.0	-20.4	·
O=C(Nc1cccc2ccccc12)c1ccccc1Cl	0.5	3.8	-6.9	1.3	-3.0	3.6	0.7	-3.8
N#Cc1ccccc1S(=O)(=O)NC(=O)[C@H]1O[C@@H](n2cnc3c(N)ncnc32)[C@H](O)[C@@H]1O	2.1	14.5	-2.0	-5.0	-0.1	-1.8	0.5	0.2
O=C(CC(c1ccccc1)c1ccccc1)Nc1ccc(O)cc1	12.9	16.1	-4.6	2.7	-2.4	1.4	5.6	-2.7
Cc1ccc(NC(=O)Cc2nc(CSc3nnc(-c4ccc5c(c4)OCO5)o3)cs2)cc1	·	-5.7	-2.8	0.0	-0.2	10.3	·	·
CC(=O)N1CC[C@@H]2[C@@H](CO)Nc3ccc(-c4ccccc4)cc3[C@@H]21	-9.3	-8.9	-1.3[16.7 µM]	-2.2	-9.6	0.9	14.2	-0.6
COc1ccc(C(=O)Nc2nc(C)c(C(=O)N(C)C)s2)cc1OC	-5.2	·	-2.6	-3.1	-2.0	3.0	9.5	·
CCCC(=O)Nc1ccc2c(c1)C(=O)N(C)[C@@H]1CC[C@@H](CC(=O)OC)O[C@H]1CO2	-0.1	14.5	30.0[16.7 µM]	-2.4	69.7	-31.6	6.5	4.5
CSc1nc(Oc2ccc(F)cc2)c2ccccc2n1	·	·	0.5	-3.1	6.1	·	-6.2	·
Cc1ccc(S(=O)(=O)N2CCN(C(=O)CSc3ncn[nH]3)CC2)cc1	-2.9	-7.8	·	0.8	0.2	19.2	·	-3.0
O=C1CC(N2CCCCCC2)C(=O)N1c1ccc2c(c1)OCO2 (stereo not drawn)	-4.9	-11.3	9.4	-3.6	12.3	·	11.2	-0.5
CSCCOC(=O)c1[nH]c2c(c1C)C(=O)CC(c1ccco1)C2 (stereo not drawn)	16.5	1.1	25.4	0.3	-1.3	-3.3	6.6	0.5
O=C1OC[C@@H]2CCCN2C(=O)[C@@H](CC(=O)N(CCO)Cc2ccccc2)C/C=C\CC[C@H]1Cc1ccc(F)cc1	-16.4	-54.0	-3.5	-0.6	-0.9	22.0	-4.8	1.6
COc1ccc(OC)c(S(=O)(=O)Nc2ccc(Oc3ccccc3)cc2)c1	-77.8	·	81.2	·	·	1.8	-6.7	·
CCCN(CCC)Cc1c(C(=O)N/N=C/c2ccsc2)nnn1-c1nonc1N	-7.0	-5.3	-3.0	-1.0	-0.1	5.7	·	0.6
CC1(C)CC(=O)C=C(N2CCNCC2)C1	7.4	·	3.6	·	·	2.8	5.4	·
O=C(c1cnc2sccn2c1=O)N1CCN(c2ccccc2Cl)CC1	-20.2	10.2	1.4	2.6	-0.8	1.5	8.1	-1.3
CCC(=O)N(CC)C[C@@H]1[C@@H](c2ccccc2)[C@H](CO)N1C(=O)C1CCC1	2.9	15.6	-12.1[16.7 µM]	-0.4	3.6	·	8.3	-0.4
COCCCNC(=S)N1CCN(C(=O)c2ccco2)CC1	·	45.7	-1.8	5.2	-0.5	4.9	-3.0	·
Cc1ccc(-c2nnn(CC(=O)N(CCO)C(C(=O)NC3CCCCC3)c3ccncc3)n2)o1 (stereo not drawn)	·	-3.7	-3.6	·	·	-1.2	-3.3	-0.1
CCCCn1c2c(c(=O)n(C)c1=O)C(c1ccc(OC)cc1)N1CCCCCC1=N2 (stereo not drawn)	3.7	·	0.2	0.0	-0.8	-7.9	-2.4	·
CNc1nnc(-c2ccc(N(C)C)cc2)s1	2.4	·	-3.2	0.9	-3.2	-1.0	0.6	·
CCn1c2ccccc2c2cc(NC(=O)C3CCN(S(=O)(=O)c4cccs4)CC3)ccc21	-146.4	7.7	9.4	-3.0	-0.7	·	-11.9	0.6
Cc1nc(N2CCC(C)CC2)c2nnn(Cc3ccccc3)c2n1	2.3	·	0.2	0.0	2.4	·	6.6	·
O=C1S/C(=C\c2ccc(O)c([N+](=O)[O-])c2)C(=O)N1Cc1cccc([N+](=O)[O-])c1	·	6.6	-3.8	2.0	3.1	12.2	-22.3	2.7
C=CCn1c(N(C)C)nc2c1c(=O)[nH]c(=O)n2C	3.8	·	3.7	5.6	2.9	-2.6	1.0	1.5
COc1ccc(S(=O)(=O)Nc2ccc3c(c2)C(=O)N([C@@H](C)CO)C[C@@H](C)[C@@H](CN(C)S(=O)(=O)c2cn(C)cn2)OCCCC[C@@H](C)O3)cc1	·	2.6	49.9[16.7 µM]	6.9	5.0	·	4.0	-0.2
COc1ccc(CCNC(=O)C2CC(c3cc(C(F)(F)F)cc(C(F)(F)F)c3)=NO2)cc1 (stereo not drawn)	2.2	-13.5	9.0	-2.8	-0.6	5.2	-0.5	-0.1
CC(C)(C)NC(=O)Cn1c(SCC(=O)NCc2cccs2)nc2ccccc21	32.3	·	3.5	-2.0	-0.9	·	-9.9	·
CSc1ccc(OC2(C)CCN(Cc3ccc(-c4ccccn4)cc3)C2)cc1 (stereo not drawn)	-0.2	-25.1	4.2	-2.7	0.2	-5.6	·	-1.4
C[C@H](CO)N1C[C@H](C)[C@@H](CN(C)Cc2ccc(C(F)(F)F)cc2)Oc2ccc(NC(=O)Nc3ccc(C(F)(F)F)cc3)cc2CC1=O	10.1	3.2	-10.9[16.7 µM]	1.9	5.7	·	1.0	-1.6
COc1ccc(Cc2noc(-c3ccc(OC)c(OC)c3)n2)cc1OC	13.0	40.7	1.2	0.0	-10.0	·	-27.5	3.1
C[C@H](CO)N1C[C@H](C)[C@H](CN(C)Cc2ccncc2)OCc2ccccc2-c2c(n(C)c3ccccc23)C1=O	-0.4	12.8&-5.3	16.7	-6.6	1.8	-9.0&0.5	-8.3&-6.6	-4.9&-1.2
O=C(CN(c1ccccc1)S(=O)(=O)c1ccc(F)cc1)NC1CCS(=O)(=O)C1 (stereo not drawn)	·	12.7	·	·	·	5.8	-8.6	1.7
CCC(C(=O)Nc1cccnc1)c1ccccc1 (stereo not drawn)	7.7	-2.2	-8.5	-3.8	-0.9	4.0	-7.5	-0.5
Cc1nc(-c2ccc(S(=O)(=O)Nc3cccc(S(N)(=O)=O)c3)s2)cs1	-5.4	-6.2	1.1	6.0	-0.1	-4.7	29.9	1.3
COc1ccc(NC(=O)Nc2ccc3c(c2)C(=O)N([C@@H](C)CO)C[C@@H](C)[C@H](CN(C)C(=O)Cc2ccccc2)OCCCC[C@@H](C)O3)cc1	·	-10.8	-9.1[16.7 µM]	5.4	3.0	·	-6.6	-1.3
CN1CCC(C2(O)c3ccccc3CSc3sccc32)CC1 (stereo not drawn)	·	·	12.1	3.9	5.3	1.1	-9.2	·
CC1CCCC(C)N1C(=O)CSCc1ccc(Cl)cc1 (stereo not drawn)	8.5	·	-21.7	-0.4	-0.3	1.6	·	·
O=C(c1cnsn1)N1CCN(c2ccccc2)CC1	·	·	-25.4	6.4	-4.1	·	15.0	·
Cc1ccc(S(=O)(=O)N(C)C[C@H]2Oc3c(cccc3N(C)C)C(=O)N([C@@H](C)CO)C[C@H]2C)cc1	-6.3	27.8	72.8[16.7 µM]	5.6	90.4*	3.4	-9.9	2.5
COC(=O)c1cc(C(=O)OCC(=O)N2CCCCC2)cc([N+](=O)[O-])c1	2.2	-0.5	·	3.2	-0.2	5.5	-8.8	0.2
Cc1occc1C(=O)Nc1cc(C(C)(C)C)on1	·	2.7	-2.5	-2.8	-0.1	·	-3.2	·
CC1(C)CC(NC(=O)c2cccc(S(=O)(=O)N(Cc3ccccc3)c3ccccc3)c2)CC(C)(C)N1	-27.5	-33.6	-4.7	-4.2	-0.9	2.4	-9.1	-3.4
CC(C)(C)c1cc(CNC2CS(=O)(=O)C[C@@H]2O)cc(C(C)(C)C)c1O (stereo partly drawn)	55.4	·	-8.4	-2.1	-0.6	-3.2	1.2	·

Sorted by length of the SMILES (ascending): 6 of the compounds above
SMILES	C2C12 statin	INS-1E GSIS act	miR122 inh	PglD inh	Cneo AK release	FN deposition inh	PGC1a acetyl inh	CFTR F508del cor
O=C(c1cnsn1)N1CCN(c2ccccc2)CC1	·	·	-25.4	6.4	-4.1	·	15.0	·
CC1CCCC(C)N1C(=O)CSCc1ccc(Cl)cc1 (stereo not drawn)	8.5	·	-21.7	-0.4	-0.3	1.6	·	·
COc1ccc(Cc2noc(-c3ccc(OC)c(OC)c3)n2)cc1OC	13.0	40.7	1.2	0.0	-10.0	·	-27.5	3.1
Cc1nc(-c2ccc(S(=O)(=O)Nc3cccc(S(N)(=O)=O)c3)s2)cs1	-5.4	-6.2	1.1	6.0	-0.1	-4.7	29.9	1.3
COC(=O)c1cc(C(=O)OCC(=O)N2CCCCC2)cc([N+](=O)[O-])c1	2.2	-0.5	·	3.2	-0.2	5.5	-8.8	0.2
C[C@H](CO)N1C[C@H](C)[C@H](CN(C)Cc2ccncc2)OCc2ccccc2-c2c(n(C)c3ccccc23)C1=O	-0.4	12.8&-5.3	16.7	-6.6	1.8	-9.0&0.5	-8.3&-6.6	-4.9&-1.2
